Screening data deposited in PubChem BioAssay by NCI.
All columns: NCI-60 one-dose screen, growth in % after 48 h at 10 µM unless noted; 100 = growth as untreated, 0 = no growth, -100 = all killed.
SR: SR leukemia cells; actives 8.7% (n = 73,000)
HOP-92: HOP-92 NSCLC cells | actives 6.3% (n = 71,000)
A549/ATCC: A549/ATCC NSCLC | actives 3.7% (n = 81,000) | AID 1794740
RPMI-8226: RPMI-8226 leukemia cells; AID 1794781; actives 7.5% (n = 77,000)
CCRF-CEM: CCRF-CEM leukemia. actives 7% (n = 77,000)
EKVX: EKVX NSCLC. actives 3% (n = 71,000)
MOLT-4: MOLT-4 leukemia cells; actives 6.9% (n = 80,000); AID 1794779
HOP-62: HOP-62 NSCLC. AID 1794735. actives 3.9% (n = 80,000)
An asterisk follows results filed as active; · = not tested or not shown. The calls were made as follows: active = growth percent below 10; inactive = the rest.

SMILES	SR	HOP-92	A549/ATCC	RPMI-8226	CCRF-CEM	EKVX	MOLT-4	HOP-62
CCCCCCCCCCOC(=O)c1ccccc1C(=O)OCCCC	100	91	111	101	103	·	95	107
C=C1CC[C@H](C(C)C)[C@@H]2[C@H]1[C@H]1C[C@](C)(O)[C@@H](OCC)CC[C@@](C)(O)[C@@H]2O1	104	·	92	·	113	90	82	92
C[C@@H](Oc1cc(-c2cnn(C3CCNCC3)c2)cnc1N)c1c(Cl)ccc(F)c1Cl	-36*	-52*	-41*	-43*	-20*	0.1*	-34*	-35*
N#CCN1CCCCCC1	102	99	94	102	95	·	104	121
O=S(=O)(O)c1ccc2cc(O)c(O)cc2c1	·	·	109	89	101	99	107	102
COc1ccc(Nc2[nH]n(C3=Nc4ccccc4Sc4ccccc43)c(=O)c2C#N)cc1	71	·	55	37	50	·	46	76
COc1ccc(C2C=C(c3ccc(N)cc3)N=C3SC=CN32)cc1OC (stereo not given)	·	109	100	101	98	·	91	108
O=C(Cn1nc(-c2ccccc2)ccc1=O)NNC(=S)NC1CCCCC1	89	116	114	97	103	99	106	104
N#Cc1cnn2c1NC(c1ccc(Cl)cc1)C(C#N)C2=O (stereo not given)	104	90	99	105	106	94	101	99
CCOC(=O)C(C#N)C(=N)C1CC(C)(C)OC1=O (stereo not given)	102	·	94	97	98	·	107	103
O=C(O)c1ccc([N+](=O)[O-])cc1S(=O)(=O)O	110	119	97	100	81	·	105	107
CC(=O)c1sc(N)c(-c2nnc(-c3ccccc3)o2)c1C	90	99	93	101	97	94	89	85
C[C@@H](O)C[C@@H]1C[C@@H]1/C=C/c1ccccc1	96	91	90	99	105	100	99	101
Cc1nc(Nc2nc(-c3ccccn3)nc(C(Cl)(Cl)Cl)n2)sc1C	14	88	74	80	72	92	83	74
Cc1n(Cc2ccc3ccccc3c2)cc[n+]1Cc1ccc2ccccc2c1	-3.7*	-20*	42	2.6*	24	47	11	18
CC/C(=C(/c1ccc(Cl)cc1)c1ccc(OCCCN(C)C)cc1)c1ccccc1	40	78	88	95	79	109	85	108
CCCCC(=O)N(Cc1ccc(-c2ccccc2-c2nn[nH]n2)cc1)[C@H](C(=O)O)C(C)C	·	·	96	109	108	98	113	115
N#Cc1coc(-c2ccccc2)n1	96	90	98	111	102	107	91	99
Cc1ccc(NC(=O)CSc2nc(-c3cnccn3)cc(-c3cccs3)c2C#N)cc1	94	74	87	87	95	86	105	75
Cc1ccc(CNc2ccc(C)cc2)cc1	97	98	·	98	·	·	102	98
COc1ccc(Oc2ccccc2C(=O)O)cc1	93	93	102	103	90	102	101	89
NC(=S)NS(=O)(=O)c1ccc(N)cc1	97	103	101	110	106	·	101	97
O=C(CCCn1c(O)c(/C=C2\C=Nc3ccccc32)sc1=S)N1CCOCC1	96	101	96	99	104	97	99	97
COc1ccc(Nc2ncccc2NC(=O)c2cn(Cc3cc(OC)c(OC)c(OC)c3)nn2)c(OC)c1	102	99	101	104	105	101	98	103
Oc1ccc(CSc2nnc(-c3ccncc3)n2-c2ccccc2)c2cccnc12	36	-7.8*	26	14	13	48	20	17

3 records drawn at random from the list so far, as already listed:
SMILES	SR	HOP-92	A549/ATCC	RPMI-8226	CCRF-CEM	EKVX	MOLT-4	HOP-62
O=C(CCCn1c(O)c(/C=C2\C=Nc3ccccc32)sc1=S)N1CCOCC1	96	101	96	99	104	97	99	97
COc1ccc(Nc2ncccc2NC(=O)c2cn(Cc3cc(OC)c(OC)c(OC)c3)nn2)c(OC)c1	102	99	101	104	105	101	98	103
N#Cc1cnn2c1NC(c1ccc(Cl)cc1)C(C#N)C2=O (stereo not given)	104	90	99	105	106	94	101	99

The list continues:
SMILES	SR	HOP-92	A549/ATCC	RPMI-8226	CCRF-CEM	EKVX	MOLT-4	HOP-62
Cc1ccc(NC(=O)Cn2c(-c3cncs3)nc3ccccc32)cc1	87	49	99	99	94	·	97	88
O=C(O)[C@@H]1c2ccccc2C(=O)N(c2ccccc2)[C@H]1c1ccc(I)cc1	70	89	84	87	85	92	72	104
CN(C)S(=O)(=O)c1ccc(-c2nc(C(Cl)Cl)nc3cc(-c4ccccc4)nn23)cc1	36	79	83	87	77	80	63	71
COc1ccc(OC)c(-c2nc3ccccc3s2)c1	100	87	109	96	98	72	95	·
O=c1oc2ccccc2cc1-c1cc(-c2ccc(-c3cc(-c4cc5ccccc5oc4=O)nc(-c4cc5ccccc5oc4=O)c3)cc2)cc(-c2cc3ccccc3oc2=O)n1	94	·	101	98	93	96	87	93
c1nc2ccc(-c3cc4ccc5[nH]ncc5c4c4c3CCCC4)cc2[nH]1	8.7*	66	65	58	31	93	34	74
Cc1ccccc1N=NN(C)C	82	88	84	100	111	99	96	83
CC(=O)OCC(=O)[C@@]1(O)CC[C@H]2[C@@H]3CC[C@@H]4[C@@H](Br)C(=O)CC[C@]4(C)[C@H]3C(=O)C[C@@]21C	85	83	97	92	84	·	86	97
CC[C@@H](C(=O)[C@H](C)[C@H](O)[C@@H](C)[C@H]1O[C@H]([C@@H](CC)C(=O)N(CC)CC)CC[C@H]1C)C1O[C@]2(C=C[C@@H](O)[C@]3(CC[C@@](C)([C@H]4CC[C@](O)(CC)[C@H](C)O4)O3)O2)[C@H](C)C[C@@H]1C (stereo not given in full)	56	-26*	21	·	·	1.8*	29	17
COC1C(C(=O)O)OC(n2c3c(Cl)cccc3c3c4c(c5c6cccc(Cl)c6[nH]c5c32)C(=O)NC4=O)C(O)C1O (stereo not given)	92	·	94	101	100	97	95	89
COc1cc(CNC(=O)/C=C/C=C/c2ccc3c(c2)OCO3)ccc1OCc1cn(-c2ccccc2F)nn1	72	79	83	·	90	90	82	73
N#Cc1ccc(-c2ccc(OCCCCN3CCCCCC3)cc2)cc1	79	·	64	70	56	84	58	89
COc1cc2cc(Oc3ccc(NC(=O)c4cc(C(F)(F)F)cc(C(F)(F)F)c4)cc3)c(C)nc2cc1OCCN(C)C	56	53	82	64	81	56	67	92
OCCN1CCCCC1	95	94	99	104	99	·	100	103
CNC(=O)c1cc(-n2ccc3cc(NC(=O)Nc4ccc(F)c(C(F)(F)F)c4)ccc32)ccn1	41	79	45	·	48	85	37	83
O=C(NCC(c1ccsc1)N1CCCCCC1)c1ccc(C(F)(F)F)cc1 (stereo not given)	86	99	97	89	96	·	78	113
c1ccc2cc(C[n+]3ccn(CCCCCCCCCCn4cc[n+](Cc5ccc6ccccc6c5)c4)c3)ccc2c1	-45*	-24*	19	9.9*	-4.1*	14	-44*	-4.9*
CC(=O)/C(=C/n1ccc(=O)[nH]c1=S)C(=O)Nc1ccc(Cl)cc1	80	96	109	99	99	98	97	99
COc1ccc(/C=C2\Oc3cc(OCCCN4CCCC4)ccc3C2=O)c(OC)c1	-27*	84	80	67	12	96	33	101
Cc1c(-c2ccccc2Br)nc2ccccc2c1C(=O)O	114	·	100	100	99	106	118	93
O=c1c(-c2nc3ccccc3[nH]2)cc2ccccc2n1Cc1cn(Cc2ccc(Br)cc2)nn1	104	112	95	105	102	100	102	96
CC[N+](CC)=c1ccc2nc3c(cc(NCc4ccccc4)c4ccccc43)oc-2c1	-9.5*	-7.0*	-90*	-21*	19	-97*	2.9*	-100*
COc1cc(-c2nc3ccccc3c(=O)[nH]2)ccc1OCC(=O)N=Nc1c(O)[nH]c2ccc([N+](=O)[O-])cc12	89	·	98	108	98	98	100	97
CSc1nccc(-c2c(-c3ccc(F)c(OCCc4ccccc4)c3)nc3sccn23)n1	·	70	92	56	77	83	·	109
CC(C)(C)CC1OC1CSC#N (stereo not given)	105	90	102	101	·	·	109	109

New compounds follow
SMILES	SR	HOP-92	A549/ATCC	RPMI-8226	CCRF-CEM	EKVX	MOLT-4	HOP-62
O=C1CSC(=S)N1C1CCCCC1	·	101	104	79	·	111	·	·
Nc1ccc(S(=O)(=O)c2ccc(NO)cc2)cc1	129	108	105	106	92	90	96	·
COc1ccc(-c2cn(-c3ccccc3)c(-c3ccccc3)n2)cc1OC	11	·	86	26	-67*	85	77	102
NC(=O)c1cc(Cl)ccc1NC(=O)c1ccc(-c2ccccc2)cc1	69	100	93	93	85	·	88	107
FC(F)(F)c1cc(-c2cnc(Cl)nc2NC2CCCCCC2)cc(C(F)(F)F)c1	74	·	85	76	101	·	93	117
COc1cc(-c2c(-c3ccccc3)c[nH]c2C(=O)NCCO)c(OC)c2c1OCO2	99	100	110	100	102	99	105	97
CC(=O)c1ccc(N=C=S)cc1	103	121	101	97	103	100	105	112
COc1cc2nc(CCC(=O)Nc3cc(Cl)cc(Cl)c3)c(CC(=O)Nc3cc(Cl)cc(Cl)c3)cc2c(OC)c1OC	90	86	97	98	106	97	100	102
NNC(=O)OCc1ccccc1	91	87	99	108	106	·	113	88
CCCCCCCSc1nnc(-c2c(C)nc3ccc(Br)cn23)o1	·	81	84	82	96	77	86	74
O=C(Nc1ccccc1F)Nc1ccccc1F	76	77	90	·	83	69	84	98
CCC(=O)NC(O)C(Cl)(Cl)C(C)Cl (stereo not given)	105	88	98	105	·	·	108	102
CC1Cc2ccccc2O1 (stereo not given)	100	109	103	109	112	122	105	108
O=C(NCCCNc1cc(-c2cn(-c3ccccc3)nc2-c2cccc(O)c2)ccn1)c1ccc(F)cc1	-26*	14	16	-9.3*	22	48	·	26
COc1ccc(C(=O)Oc2ccc[nH]c2=O)cc1	121	·	102	108	129	92	75	114
CC(=O)N1N=C(c2ccc3c(c2)OCO3)CC1c1ccc(Cl)cc1 (stereo not given)	101	99	95	·	93	67	99	116
O=c1nc2oc3c(Br)cc(Br)cc3cc-2s1	108	105	103	104	108	47	102	103
CCOC(=O)c1[nH]cc(-c2ccc(OC)cc2)c1-c1cc(OC)cc(OC)c1	79	72	83	65	80	89	73	86
O=C1/C(=C\c2coc3ccccc3c2=O)c2ccccc2N1c1c(Cl)cccc1Cl	19	32	27	10	21	33	19	68
Cn1ccc2cnc(Oc3ccccc3-c3ccccc3)nc21	90	103	106	69	101	95	100	113
COc1ccc2c(c1)C(=O)CC(c1ccccc1)O2 (stereo not given)	63	83	93	86	81	110	95	109
CCC(=O)OCC(=O)C1(OC(=O)CC)C(C)CC2C3CCC4=CC(=O)C=CC4(C)C3(Cl)C(O)CC21C (stereo not given)	91	75	56	33	36	73	80	98
N=C(N)c1ccncc1	97	70	76	104	98	107	·	96
NNC(=O)NCn1c(=O)[nH]c2ccccc2c1=O	·	109	115	107	101	80	104	101
COc1cc(N2C(=O)CC3C4CCC(=O)N4c4cc(OC)c(OC)c(OC)c4C32)cc(OC)c1OC (stereo not given)	104	96	96	101	105	103	108	99

Among those listed so far, these contain bromine.
SMILES	SR	HOP-92	A549/ATCC	RPMI-8226	CCRF-CEM	EKVX	MOLT-4	HOP-62
CC(=O)OCC(=O)[C@@]1(O)CC[C@H]2[C@@H]3CC[C@@H]4[C@@H](Br)C(=O)CC[C@]4(C)[C@H]3C(=O)C[C@@]21C	85	83	97	92	84	·	86	97
Cc1c(-c2ccccc2Br)nc2ccccc2c1C(=O)O	114	·	100	100	99	106	118	93
O=c1c(-c2nc3ccccc3[nH]2)cc2ccccc2n1Cc1cn(Cc2ccc(Br)cc2)nn1	104	112	95	105	102	100	102	96
CCCCCCCSc1nnc(-c2c(C)nc3ccc(Br)cn23)o1	·	81	84	82	96	77	86	74
O=c1nc2oc3c(Br)cc(Br)cc3cc-2s1	108	105	103	104	108	47	102	103

Other compounds
SMILES	SR	HOP-92	A549/ATCC	RPMI-8226	CCRF-CEM	EKVX	MOLT-4	HOP-62
O=C1/C(=C\c2cn(Cc3ccccc3)c3ccc(Br)cc23)c2ccccc2N1c1c(Cl)cccc1Cl	·	57	91	104	97	89	96	98
CN(C)C(=O)C(CCN1CCC(O)(c2ccc(Cl)cc2)CC1)(c1ccccc1)c1ccccc1	51	57	79	85	86	78	35	·
O=C(/C=C/c1ccccc1)n1c(-c2ccccc2)nc2ccccc21	·	92	101	105	98	·	99	105
O=[N+]([O-])c1ccc(N/N=C/c2ccccc2)cc1	58	·	83	94	101	90	72	115
Cc1cc(O)c2c(c1)C1OC(=O)CCCCCN1C1=C2C(=O)c2cccc(OC3CC(O)C(O)C(C)O3)c2C1=O (stereo not given)	54	134	60	73	58	97	63	123
O=C1NC(Cc2ccccc2)C(=O)N1Cc1ccccc1 (stereo not given)	101	102	·	100	98	102	107	·
CCNC(=O)c1ccccc1S(C)=O (stereo not given)	93	113	104	109	91	100	109	95
Cc1ccccc1Cc1nccc2c1[nH]c1ccccc12	75	73	90	105	129	93	85	98
O=C1/C=C/[C@@H](O)[C@@H]2C[C@@H](O)C[C@H]2/C=C/CCCCO1	14	-4.0*	23	-39*	·	21	5.4*	24
N#Cc1cnn(C(=O)c2ccccc2Br)c1NC(=O)c1ccc(Cl)cc1Cl	73	123	93	98	98	100	95	95
Nc1ncnc2sc(-c3cccs3)c(-c3ccccc3)c12	·	104	77	70	75	·	63	70
CS/C(N)=N/N	76	113	93	94	93	111	71	100
COc1ccc(-c2nc(-c3nc4ccccc4[nH]3)c3ccccn23)cc1	45	·	65	27	47	·	49	92
COC(=O)c1sc(-c2ccsc2C(=O)OC)cc1N	80	86	92	91	91	82	87	93
CC(C)(C)c1cc(C(=O)N2CCC(C(=O)NCCN)CC2)cc(C(C)(C)C)c1	98	85	81	94	95	85	99	97
COc1cc(C(=O)N/N=C/c2cc3cc(OCc4ccccc4)ccc3nc2OC)cc(OC)c1OC	·	67	82	36	66	85	63	83
COc1ccc(C(=O)NCCNc2nccc(Nc3ccc(S(=O)(=O)Nc4ccccn4)cc3)n2)cc1	113	97	82	101	103	·	91	93
Cc1cn(C2CC(O)C(CO)O2)c(=O)n(C)c1=O (stereo not given)	103	86	99	99	90	114	112	93
CC1=Nc2ccccc2C(=O)N(C)N1	108	106	89	99	103	·	101	106
